Screening data (PubChem)
E coli growth = counter-screen for AddAB inhibitors: E. coli growth inhibition; E. coli V3065 growth, OD600 absorbance, 18 h; AID 449728; 330,000 tested, 0.27% active; inhibition, % at 11.9 µM;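 active = inhibition above the campaign's mean inhibition across all tested compounds plus 3 SD, cut at about 9.9% in these data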;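 also: uninfected addAB+ strain grown without phage in ampicillin broth; 0% = DMSO wells and 100% = ciprofloxacin 0.95 µg/ml wells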
phage Ecoli inh = E. coli growth loss with phage present; 360,000 tested, 0.26% active; inhibition, % at 11.9 µM; growth absorbance; AID 651602; in the data active = inhibition above about 11%
PKA-R1A activ = activates the PKA-R1A holoenzyme complex; AID 504707; 340,000 tested, 0.083% active; PKA-R1A dissociation, Cy5-IP20 fluorescence polarization; scaled: DMSO 0%, 113 µM cGMP 100%; activation, % at 11.4 µM; P00514+P68181;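 active = percent activation above the mean of all tested compounds plus 3 SD, cut at about 19% in these data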;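 also: higher means more PKAc released from R1A so a rise in polarization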
PfHsp90 set2 = growth inhibition of yeast expressing Plasmodium Hsp90 | S. cerevisiae expressing PfHsp90, BacTiter-Glo ATP, 48 h; yeast lacking PDR1 and PDR3 efflux regulators | inhibition, % at 9.4 µM | 310,000 tested, 0.32% active;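 active = every replicate shows inhibition above about 80%, whatever the replicate mean, limit read from the data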;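 also: 0% = DMSO neutral controls and 100% = 20 µM radicicol positive controls; yeast relying on Plasmodium falciparum Hsp90 in place of its own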
DSG3 Ab inh = inhibitors of pemphigus antibody binding to human desmoglein-3 | binding (percent of control), % at 10 µM | 310,000 tested, 0.48% active | DSG3-coupled beads, scFv-anti-DSG3-GFP binding, flow cytometry; stronger effect = lower value | P32926 | AID 588358;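 active = binding more than 3 SD below its plate's average and above zero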;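 also: hits lower antibody fragment binding to DSG3; some compounds called inactive have numbers as strong as hits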
HTR5A ag ctr = counter-screen for OPRM1-OPRD1 agonists: human HTR5A agonism; P47898; HTR5A agonist assay, luminescence, cell-based; activation, % at 9.3 µM; 340,000 tested, 0.61% active; in the data active = activation mostly above about 9.5%, no sharp cut-off; inactive = mostly below about 7.6%;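 also: 0% = cells with vehicle only and 100% = reference agonist; strong numbers were not always called active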
Target sequence (P47898 whole entry, looked up): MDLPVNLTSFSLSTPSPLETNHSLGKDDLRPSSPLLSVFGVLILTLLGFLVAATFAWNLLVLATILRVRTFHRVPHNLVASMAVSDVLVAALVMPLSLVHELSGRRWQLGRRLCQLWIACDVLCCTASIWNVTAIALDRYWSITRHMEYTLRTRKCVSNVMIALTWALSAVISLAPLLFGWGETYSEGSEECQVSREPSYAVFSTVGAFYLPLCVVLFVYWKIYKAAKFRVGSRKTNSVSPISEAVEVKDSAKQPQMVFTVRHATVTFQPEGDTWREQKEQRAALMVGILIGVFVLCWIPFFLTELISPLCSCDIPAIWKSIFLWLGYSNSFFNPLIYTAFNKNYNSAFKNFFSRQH
OPRM1-OPRD1 inv = inverse agonists of human mu-delta opioid receptor heterodimerization | P35372+P41143 | cell-based MOR-DOR heterodimer luminescence, inverse agonism | inhibition, % at 9.3 µM | 340,000 tested, 0.21% active | AID 504357; in the data active = inhibition above about 22%, passing the limit was not always enough;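 also: 0% = cells with DMSO and 100% = wells without cells with DMSO; values of inactives mirror those of a sister screen read the other way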
MOR-DOR ag = OPRM1-OPRD1 heterodimerization agonism | activation, % at 9.3 µM | P35372+P41143 | AID 504326 | 340,000 tested, 0.3% active | cells, luminescence; in the data active = activation above about 18%;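 also: 0% = vehicle-treated cells and 100% = reference agonist; values of inactives mirror those of a sister screen read the other way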
AddAB inh = less growth of phage-infected E. coli with AddAB | E. coli expressing H. pylori AddAB, absorbance growth | inhibition, % at 11.9 µM | 330,000 tested, 0.29% active; in the data active = inhibition above about 12%;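 also: 0% = vehicle wells of infected cells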
HTR5A inv ag = HTR5A inverse agonism, opioid heterodimer counter-screen. P47898. 340,000 tested, 0.083% active. AID 504634. inhibition, % at 9.3 µM. HTR5A cell line, luminescence; in the data active = inhibition mostly above about 23%, no sharp cut-off; inactive = mostly below about 18%;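 also: 0% = cells with DMSO and 100% = no-cell wells with DMSO; some compounds called inactive have numbers as strong as hits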
SUMO Mot1 rescue = inhibitors of SUMOylation pathway: yeast Mot1-301 growth rescue. S. cerevisiae Mot1-301 growth rescue, ATP luminescence, 38.5C; percent above DMSO median, 100 means doubled. 320,000 tested, 1% active. growth rescue, % at 18.8 µM. AID 2716;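 active = every valid replicate shows activation above 250% relative to neutral control wells; inactive = the rest, any valid replicate at or below 250%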;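 also: OY570 slx delta 5 strain wells were the positive control but not used for scaling; some compounds called inactive have numbers as strong as hits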
Starred values were filed as active, the others as inactive; . = not tested or not shown.

SMILES | E coli growth | phage Ecoli inh | PKA-R1A activ | PfHsp90 set2 | DSG3 Ab inh | HTR5A ag ctr | OPRM1-OPRD1 inv | MOR-DOR ag | AddAB inh | HTR5A inv ag | SUMO Mot1 rescue
Cc1nnc(SCC(=O)Nc2nccs2)[nH]c1=O | -2.6 | 3.4 | -7 | 22 | . | -1 | 3 | -0.7 | 1.9 | 2 | 328
COc1ccc(C(=O)N2CCN(Cc3cn[nH]c3-c3ccc(OC)cc3F)CC2)cc1 | -0.8 | 3.0 | 0 | . | 85 | 0 | 1 | -0.2 | -1.1 | 0 | -5
C=CCOC(=O)C1=C[C@@H](c2ccc(Br)cc2)[C@H](CCCO)[C@@H](OCC)O1 | -0.9 | 1.1 | -22 | -14 | 113 | 5 | -58 | 11 | 1.6 | -12 | -16
CN(CC(=O)Nc1ccc(S(=O)(=O)N2CCCC2)cc1)Cc1cccc(Cl)c1Cl | -1.6 | 2.5 | -1 | -16 | 113 | 3 | -7 | 1.4 | 3.8 | 17 | 0
CCOc1cc(Cl)c(S(=O)(=O)NCc2cccnc2)cc1Cl | -0.9 | 2.3 | -4 | -1 | 100 | 4 | -7 | 1.4 | 5.0 | -13 | 190
CCc1ccccc1NC(=O)CNC(=O)CNC(=O)C1CCCCC1 | -0.3 | 1.3 | 4 | -8 | . | 9 | 7 | -1.9 | -0.7 | -27 | -8
CC1CCN(C(=O)CCNS(=O)(=O)c2ccc(Br)cc2)CC1 | 0.0 | -1.2 | -9 | 10 | 97 | 0 | 15 | -2.9 | 0.8 | -2 | 34
CN1C(C(=O)NCc2cccc(C(F)(F)F)c2)CC2Cn3c(nc4ccccc43)C21 (stereo not given) | -2.5 | 2.5 | -15 | 14 | 128 | 1 | 1 | -0.2 | 0.9 | -2 | -23
Cc1cccc(N(CC(O)CN(C)C)S(=O)(=O)c2ccccc2)c1 (stereo not given) | -0.4 | 0.5 | -5 | 22 | 94 | 4 | 4 | -0.7 | -14 | 1 | 208
O=S(=O)(Nc1ccccc1)C1CCCCC1 | . | 2.4 | 1 | -21 | 96 | 0 | 0 | 0.1 | . | 2 | .
COc1ccc(/C=C/C(=O)NC(C)C)cc1Br | -2.7 | 0.1 | 6 | 18 | 111 | -1 | -3 | 0.5 | -1.0 | -22 | -10
Cc1[nH]c(=O)[nH]c(=O)c1NC(=O)c1cccs1 | 1.0 | 4.2 | -1 | -10 | 94 | 2 | 12 | -2.2 | 0.3 | 11 | -5
Cc1ccc(S(=O)(=O)N2CCN(C(=O)C(Cc3ccccc3)NC(=O)c3ccccc3)CC2)cc1 (stereo not given) | 0.7 | -0.5 | 0 | 7 | 99 | -1 | 8 | -2.0 | 1.6 | 2 | -1
CCN(Cc1ccccc1)S(=O)(=O)c1cc2[nH]c(=O)c(=O)[nH]c2cc1C | -2.1 | 2.6 | 2 | 13 | 100 | 1 | 7 | -1.4 | 3.4 | -2 | -15
Cn1c(=O)n(C)c2cc(S(=O)(=O)O)ccc21 | -1.0 | 0.5 | 0 | 2 | 97 | -1 | 0 | 0.0 | -1.2 | 8 | -3
O=C(O)C1CC(=O)N(C2CCCCC2)C1c1ccccc1 (stereo not given) | -0.6 | 1.6 | 1 | -13 | 100 | -3 | -1 | 0.1 | 1.1 | -10 | -6
COCCNC(=O)c1ccc2c(=O)n(CCOC)c(=O)[nH]c2c1 | 0.6 | 2.0 | -4 | 4 | 100 | 2 | 10 | -1.7 | -1.1 | -7 | -12
COc1ccc(C(=O)NCc2c(C)oc(C)c2C(=O)O)cc1 | -1.2 | 3.6 | -13 | 6 | 110 | 4 | 6 | -1.2 | 0.8 | -19 | 15
CCOc1ccc2[nH]c(=O)c(CN(CC3CCCN3CC)C(=O)NCc3ccccc3)cc2c1 (stereo not given) | -1.1 | 3.4 | -20 | 8 | 103 | 2 | 8 | -1.6 | 0.5 | -6 | -30
Cc1cc2n(n1)C(c1ccc3c(c1)OCO3)Nc1ccccc1-2 (stereo not given) | 1.2 | 2.4 | 5 | . | 106 | 4 | -6 | 1.3 | -0.2 | 1 | 8
CCOC(=O)c1c(-c2ccccc2)csc1NC(=O)CSc1ccccc1 | 2.1 | 2.8 | -1 | -58 | 95 | 3 | -2 | 0.4 | 6.2 | 9 | -9
Cc1nc(SCC(=O)c2ccccc2)c(C#N)c(-c2ccco2)c1C(=O)NCc1ccco1 | 0.4 | 0.5 | -16 | -9 | 100 | 3 | -2 | 0.5 | -1.9 | -7 | -29
Cc1ccc(NC(=O)COC(=O)CNC(=O)c2ccc(Cl)cc2Cl)cc1S(=O)(=O)N1CCOCC1 | 3.5 | 3.5 | -1 | . | 103 | -1 | -4 | 0.7 | 4.7 | 4 | 10
Cc1ccccc1-n1nc(C)c2c1N=C1C(Cl)=CC(Cl)=CN1C2c1ccc(C(=O)O)cc1 (stereo not given) | -1.6 | 1.5 | 1 | -7 | 83 | 5 | -19 | 3.1 | -1.5 | -2 | 4
O=C(COc1ccccc1)Nc1ccc2[nH]c(=O)[nH]c2c1 | 3.5 | 0.9 | -7 | -15 | 98 | -1 | -4 | 0.7 | 2.2 | 2 | 7
O=c1c2ccccc2ncn1-c1cccc(Cl)c1 | -1.4 | 3.6 | -1 | 0 | . | 1 | 11 | -2.7 | 2.7 | -3 | 6
Cc1nnc(SCc2nc3scc(-c4ccccc4)c3c(=O)[nH]2)s1 | -1.2 | -0.2 | -1 | 6 | 104 | 0 | 3 | -0.6 | 2.9 | -41 | 237
O=C(Cc1ccc([N+](=O)[O-])cc1)c1ccc(O)cc1O | 1.5 | 2.6 | -8 | 11 | 90 | -7 | 14 | -2.8 | 2.4 | 2 | -34
Cn1cc(C(=O)N2CCCC(Nc3ccc(F)cc3)C2)c2ccccc21 (stereo not given) | 0.1 | 2.5 | 7 | 2 | 117 | -4 | 10 | -2.1 | 2.7 | 13 | 662*
Cc1cccc(C)c1-n1c(C)cc(/C=N/NC(N)=S)c1C | 3.3 | 1.4 | -13 | -22 | 100 | -4 | -2 | 0.4 | -1.9 | -7 | 23
COc1ccc(/C=N/n2cnc3c([nH]c4ccc(F)cc43)c2=O)cc1CSc1ccccn1 | 3.3 | 2.5 | -1 | 3 | 95 | 0 | -4 | 0.8 | -0.1 | -1 | 11
Cc1nc(CNS(=O)(=O)c2cc(C)c(C)cc2C)cs1 | 0.7 | 2.1 | -9 | 8 | 96 | 11 | 16 | -3.4 | -0.7 | -28 | 44
CCc1nnc(NS(=O)(=O)c2ccc(NC(=S)NC(=O)c3ccncc3)cc2)s1 | 1.7 | 2.1 | 0 | 1 | 92 | -2 | 18 | -3.6 | 1.4 | -13 | 4
Cc1cccc(NC(=O)CN2C(=O)S/C(=C\c3ccccn3)C2=O)c1 | -0.5 | 2.8 | -4 | -15 | 99 | 4 | -1 | 0.2 | -0.4 | 10 | 4
CN(c1ccc(C(=O)Nc2ccc(F)cc2F)cc1)S(=O)(=O)c1ccccc1 | 1.9 | -0.8 | -11 | -1 | 85 | -1 | -78 | 14 | 2.5 | -20 | 6
NC1=NC(=O)/C(=C\c2cc([N+](=O)[O-])ccc2Cl)S1 | -0.9 | 4.9 | -1 | 11 | 104 | -2 | -26 | 3.6 | 2.7 | -1 | 1
CC(=O)N1c2ccc(S(=O)(=O)N3CCC(C(=O)Nc4cccc(C)c4)CC3)cc2CC1C (stereo not given) | 0.3 | 3.3 | -4 | -9 | 104 | -7 | 5 | -0.9 | 4.5 | -5 | -9
Cc1ccc(C(=O)Oc2ccc(-c3nnco3)cc2)o1 | 0.1 | 2.1 | -6 | -13 | 106 | -2 | 11 | -2.1 | 0.5 | 5 | -19
COC(=O)c1cccc(COC(=O)c2ccc(N(C)C)cc2)c1 | 1.6 | 2.5 | 7 | -16 | . | -1 | -14 | 2.3 | -0.2 | -3 | -18
O=C(COC(=O)CNC(=O)c1ccc(Cl)c([N+](=O)[O-])c1)NC(=O)CN1CCCC1=O | 1.3 | 1.2 | -2 | . | . | -1 | 8 | -1.2 | 2.0 | -3 | -6

Quoted at random: four entries already listed, in no set order.
SMILES | E coli growth | phage Ecoli inh | PKA-R1A activ | PfHsp90 set2 | DSG3 Ab inh | HTR5A ag ctr | OPRM1-OPRD1 inv | MOR-DOR ag | AddAB inh | HTR5A inv ag | SUMO Mot1 rescue
NC1=NC(=O)/C(=C\c2cc([N+](=O)[O-])ccc2Cl)S1 | -0.9 | 4.9 | -1 | 11 | 104 | -2 | -26 | 3.6 | 2.7 | -1 | 1
CCOC(=O)c1c(-c2ccccc2)csc1NC(=O)CSc1ccccc1 | 2.1 | 2.8 | -1 | -58 | 95 | 3 | -2 | 0.4 | 6.2 | 9 | -9
Cn1cc(C(=O)N2CCCC(Nc3ccc(F)cc3)C2)c2ccccc21 (stereo not given) | 0.1 | 2.5 | 7 | 2 | 117 | -4 | 10 | -2.1 | 2.7 | 13 | 662*
O=C(Cc1ccc([N+](=O)[O-])cc1)c1ccc(O)cc1O | 1.5 | 2.6 | -8 | 11 | 90 | -7 | 14 | -2.8 | 2.4 | 2 | -34

Next part:
SMILES | E coli growth | phage Ecoli inh | PKA-R1A activ | PfHsp90 set2 | DSG3 Ab inh | HTR5A ag ctr | OPRM1-OPRD1 inv | MOR-DOR ag | AddAB inh | HTR5A inv ag | SUMO Mot1 rescue
CCSc1nc(=S)n(-c2ccccc2)c(C)c1C(C)=O | -1.5 | 1.3 | -5 | -5 | 114 | 2 | 9 | -1.5 | -0.3 | -6 | -7
Cc1c(NC(=O)CN2C(=O)NC3(CCCCC3C)C2=O)cccc1[N+](=O)[O-] (stereo not given) | 2.8 | 1.1 | -4 | -7 | 88 | 1 | 13 | -3.3 | 2.0 | 16 | .
COc1ccc(COC(=O)C2=C(C)NC(=O)NC2c2cc(OC)ccc2OC)cc1 (stereo not given) | -0.6 | 2.2 | -11 | -13 | 126 | 0 | 12 | -2.4 | 3.6 | -1 | -16
Cc1ccc(C2CC(C(F)(F)F)n3ncc(C(N)=O)c3N2)cc1 (stereo not given) | 0.4 | 0.9 | -8 | -5 | 101 | -10 | 16 | -2.7 | 1.7 | 12 | .
Cc1cc2ccccn2c1C(=O)c1ccc(C#N)cc1 | -0.6 | -0.1 | 9 | -28 | 120 | -4 | 3 | -0.7 | 0.8 | 14 | 265
c1csc(CCCN2CCCCC2)c1 | . | 3.8 | 2 | . | 93 | -2 | 17 | -3.3 | . | 6 | .
Cc1ccn2cc(C(=O)Nc3nnc(C)s3)nc2c1 | -1.6 | -1.9 | 1 | -1 | 102 | -5 | 4 | -0.6 | 1.1 | 11 | -1
O=C(C[n+]1ccccc1)N/N=C/c1ccc(F)cc1 | 0.2 | 4.3 | . | 27 | 104 | . | . | . | 1.7 | . | 21

2 of the compounds above, comma-delimited:
canonical_smiles,E coli growth,phage Ecoli inh,PKA-R1A activ,PfHsp90 set2,DSG3 Ab inh,HTR5A ag ctr,OPRM1-OPRD1 inv,MOR-DOR ag,AddAB inh,HTR5A inv ag,SUMO Mot1 rescue
Cc1cc2ccccn2c1C(=O)c1ccc(C#N)cc1,-0.6,-0.1,9,-28,120,-4,3,-0.7,0.8,14,265
c1csc(CCCN2CCCCC2)c1,.,3.8,2,.,93,-2,17,-3.3,.,6,.
